# Assay outcomes from PubChem.
# Rac1 GTP hydrolysis: MgcRacGAP GTPase-activating activity inhibitors, confirmation, biochemical, ADP Hunter fluorescence | MgcRacGAP-stimulated Rac1 GTP hydrolysis, ADP Hunter fluorescence; higher % means a stronger effect; GST-tagged Rac1 F28L mutant substrate | inhibition, % at 30 µM, or IC50 in µM where a hit was titrated | 0.6% of 340,000 active | AID 624330;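 active means first-screen hits whose inhibition reached a set limit at any dose in the follow-up dose series; inconclusive means inhibition above the set first-screen limit but never retested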;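 further: fluorescence reports GDP produced by GAP-driven GTP hydrolysis; strong numbers were not always called active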
# SV40 large T antigen: TAg ATPase/helicase activity blockers – biochemical (AID 1903); SV40 large T antigen ATPase/helicase inhibition assay; higher % means a stronger effect; one-dose inhibition, % at 20 µM; IC50 in µM for titrated hits; 0.39% of 310,000 active; in the data active means a potency from the dose series; inconclusive means inhibition mostly from about 32% at the one dose, without a potency; inactive means the rest, 99 in 100 with inhibition below about 32%; further: strong numbers were not always called active
# RSV antiviral HEp-2: RSV antiviral activity via CPE protection, HEp-2 cells, primary 10 µM value included (AID 2391). CPE inhibition, % at 10 µM; hits with a dose series show IC50 in µM. HEp-2 cells, RSV-induced CPE inhibition; higher % means a stronger effect. 0.13% of 310,000 active; in the data active means a potency from the dose series; inconclusive means CPE inhibition mostly from about 23% at the one dose, without a potency; inactive means the rest, 99 in 100 with CPE inhibition below about 21%; further: strong numbers were not always called active
# AID2073: inhibitors of Mint1-CaV2.2 protein interaction, biochemical, HTRF (AID 2073). 0.19% of 290,000 active. inhibition, % at 20 µM; hits with a dose series show IC50 in µM. HTRF protein-protein interaction, Mint1-CaV2.2; higher % means a stronger effect; in the data active means inhibition mostly above about 51%, no sharp cut-off; inconclusive means no clear call, values can overlap the other calls; inactive means mostly below about 53%; further: some results filed as inactive read as strong as hits
# West Nile antiviral: West Nile virus antiviral activity, cell-based, CPE readout (AID 1621); West Nile virus-infected cells, CPE inhibition; higher % means a stronger effect; CPE inhibition, % at 10 µM, or IC50 in µM where a hit was titrated; 0.02% of 290,000 active; in the data active means a potency from the dose series; inconclusive means CPE inhibition mostly from about 3.7% at the one dose, without a potency; inactive means the rest, 99 in 100 with CPE inhibition below about 2.2%; further: strong numbers were not always called active
# Dengue-2 NS5 capping: Dengue-2 NS5 methyltransferase inhibitors, primary screen, biochemical, confirmation dose response (AID 588689). 0.3% of 340,000 active. inhibition, % at 25 µM, or IC50 in µM where a hit was titrated. Dengue-2 NS5 methyltransferase capping enzyme assay, biochemical; higher % means a stronger effect; in the data active means a potency from the dose series; inconclusive means inhibition above about 29% without an active follow-up result
# SIAH1 antagonists: blockers of Siah-1 interaction with plectin peptide – biochemical, fluorescence polarization, rhodamine-plectin, uHTS, primary screen (AID 1817). Siah-1 / rhodamine-plectin peptide fluorescence polarization; higher % means a stronger effect. displacement, % at 20 µM, or IC50 in µM where a hit was titrated. 0.02% of 290,000 active;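 active means displacement of at least 50% at 20 µM, with a fluorescence ratio check between 0.3 and a set limit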;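 further: plate controls were Siah plus tracer with DMSO for no effect and tracer alone without Siah for full effect; strong numbers were not always called active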
# NTR1 agonist: agonists of NTR1, primary screen, imaging, U2OS cells, beta-arrestin-GFP, high content (AID 493036) | NTR1-U2OS beta-arrestin-GFP spot imaging, agonist mode | activation, % at 20 µM | 0.17% of 330,000 active;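 active means activation at or above 40% of the spot to cytoplasm intensity ratio, with at least 20 cells analyzed; inconclusive means wells under 20 cells, flagged as cytotoxic or low count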;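 further: 0% = DMSO without peptide and 100% = 100 nM NTR1 peptide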
# Target sequence (P30989 whole entry, looked up): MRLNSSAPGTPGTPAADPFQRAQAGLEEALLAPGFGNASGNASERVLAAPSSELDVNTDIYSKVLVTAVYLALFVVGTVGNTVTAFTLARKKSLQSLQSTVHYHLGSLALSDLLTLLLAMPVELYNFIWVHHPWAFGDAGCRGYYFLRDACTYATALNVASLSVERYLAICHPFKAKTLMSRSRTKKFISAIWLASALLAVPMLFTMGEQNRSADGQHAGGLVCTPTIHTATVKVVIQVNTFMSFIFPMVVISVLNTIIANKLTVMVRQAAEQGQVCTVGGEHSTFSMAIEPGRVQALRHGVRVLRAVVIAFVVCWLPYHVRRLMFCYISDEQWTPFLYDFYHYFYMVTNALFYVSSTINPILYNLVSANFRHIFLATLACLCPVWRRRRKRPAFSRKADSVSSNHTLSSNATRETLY
# UTI89 phage lysis: inhibition of K1F phage lysis, E. coli UTI89, bacterial capsule biogenesis inhibitors, alamar blue (AID 488966) | E. coli UTI89 K1F phage lysis, alamar blue, 2 h; higher % means a stronger effect | inhibition, % at 100 µM, or IC50 in µM where a hit was titrated | 0.02% of 340,000 active;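 active means phage lysis inhibition, versus mean bacterial control, above a set limit; inconclusive means no clear call, values can overlap the other calls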;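 further: capsule biogenesis inhibitors block K1F phage lysis so surviving cells raise fluorescence; higher fluorescence means more inhibition of phage lysis; actives were called in the ten point dose series up to 300 µM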
# NTR1 agonist cell count 20 µM: also measured in NTR1 agonist; calls as there; cell count; measured here: cell count, cytotoxicity flag
# Dengue-2 NS5 capping pilot replicate: second read-out of Dengue-2 NS5 capping, no call of its own (marks repeat the call); inhibition, %; measured here: pilot screen replicate inhibition
# * = called active by the depositor; i = inactive; ? = inconclusive; . = no result given; [ ] = dose if it differs, or a comment.
SMILES,Rac1 GTP hydrolysis,SV40 large T antigen,RSV antiviral HEp-2,AID2073,West Nile antiviral,Dengue-2 NS5 capping,SIAH1 antagonists,NTR1 agonist,NTR1 agonist cell count 20 µM,UTI89 phage lysis,others
O=C(Nc1ccccn1)c1ccc(Br)s1,1.7%,-3.9%,0.1%,5.2%,-1.0%,2.9%,-5.2%,0.9,61,2.5%,
Cc1ccc(C(=O)N/N=C\c2ccc([N+](=O)[O-])o2)cn1,2.3%,21.1%,2.9%,-9.1%,-1.0%,-9.2%,9.8%,1.1,50,-1.4%,
CCNC(=O)C/C(C)=N/NC(=O)C1CCCCC1,10.0%,2.8%,2.0%,0.1%,0.0%,5.2%,6.7%,0.4,39,0.7%,
CCCCCCC(=O)Nc1ccc(S(=O)(=O)Nc2onc(C)c2C)cc1,6.3%,8.6%,1.7%,.,.,-1.6%,.,-0.9,42,-0.8%,
CCOC(=O)C1CCN(C(=O)C2CCCN(c3ncnc4c3nc3n4CCCCC3)C2)CC1 (stereo unspecified),-37.8%,7.9%,2.7%,-7.7%,-0.1%,0.9%,3.7%,1.9,63,-0.3%,
O=C(O)c1ccccc1C(=O)OCc1c(-c2ccccc2)ncc2ccccc12,2.0%,.,-0.6%,.,.,-1.6%,.,0.3,52,-0.8%,
O=S(=O)(CCc1ccccc1)/N=C/c1cccs1,0.9%,11.1%,-0.5%,-7.2%,0.2%,0.0%,2.6%,-0.7,41,0.3%,
CCC(=O)N1c2ccccc2NC2=C(C(=O)CC(C)(C)C2)C1c1cccnc1 (stereo unspecified),1.8%,9.5%,-0.4%,12.7%,0.4%,-8.0%,6.9%,-1.1,45,0.1%,
CCCN(C(=O)CCNC(=O)c1ccc(Cl)cc1)c1c(N)n(Cc2ccccc2)c(=O)[nH]c1=O,-3.1%,.,-0.4%,.,.,3.8%,.,-0.5,47,1.3%[50 µM],
Cc1c(NC(=O)COC(=O)c2ccc[nH]c2=O)c(=O)n(-c2ccccc2)n1C,2.6%,-2.8%,1.7%,-4.1%,-0.2%,1.3%,3.4%,0.3,58,1.6%[50 µM],
CC(C)(C)OC(=O)NC(CNCc1ccccc1)Cc1ccccc1 (stereo unspecified),0.4%,8.6%,-1.1%,.,.,-3.2%,.,-3.5,93,1.0%,
COc1cc(OC)cc(C(=O)NCC(=O)Nc2ccc(-c3ccccc3)cc2)c1,3.3%,6.2%,0.8%,-0.2%,0.4%,-11.7%,2.7%,2.8,49,-0.3%,
O=C(COc1ccc2ccc(=O)oc2c1)NCCCn1ccnc1,10.5%,9.8%,2.7%,3.3%,0.1%,-8.6%,-2.8%,0.4,74,0.1%,
COc1ccc(CNC(=O)COC(=O)c2cc3ccccc3o2)cc1,2.9%,.,.,.,.,-8.2%,.,-1.0,47,0.7%[50 µM],
O=C(CSc1nc(C(F)(F)F)cc(=O)[nH]1)NCC1CCCO1 (stereo unspecified),2.6%,3.7%,-1.7%,.,.,1.5%,.,0.2,43,0.8%[50 µM],
CCOC(=O)N1CCN(S(=O)(=O)N2CCCC(C(=O)NCCCN3CCC(C)CC3)C2)CC1 (stereo unspecified),5.2%,-9.2%,0.5%,1.0%,-0.2%,0.9%,13.1%,0.7,57,1.2%,
CC(=O)c1cc(-c2ccc(F)cc2)n(CCC(=O)Nc2cccc(C)n2)c1C,3.8%,18.2%,2.5%,-11.2%,-0.9%,-19.6%,-3.7%,1.1,100,0.2%,
COc1ccc(-c2cc3ncc(-c4ccccc4)c(N)n3n2)cc1,-8.5%,23.5%,.,3.0%,0.7%,3.2%,-1.6%,.,.,-0.9%,
CC(C)NC(=O)NC(=O)CSc1nncs1,4.5%,0.1%,0.8%,-5.3%,0.5%,-3.0%,8.9%,0.0,47,-0.1%,
COc1ccc2[nH]c(=O)c(CN(CC3CCCO3)C(=S)Nc3cccc(C)c3)cc2c1 (stereo unspecified),-5.2%,8.9%,10.6%,-17.5%,-0.5%,-10.1%,-5.0%,0.1,38,-0.9%,
CC(=O)Nc1cccc(Oc2ccc(-c3noc(C)n3)cc2)c1,3.5%,-1.1%,13.8%,-3.2%,0.2%,-3.9%,0.5%,3.1,48,1.5%,
O=c1c2ccccc2nc(SCc2nc3ccccc3s2)n1Cc1ccco1,8.3%,9.1%,1.4%,-9.9%,0.2%,-2.0%,-1.5%,2.7,62,5.6%,
COc1ccc(OC)c(CNC(=O)C2CCCN(S(=O)(=O)N3CC(C)CC(C)C3)C2)c1 (stereo unspecified),6.4%,4.5%,-0.1%,-6.7%,0.2%,-5.3%,-5.8%,1.4,58,0.3%,
CCCc1cc(=O)n2nc(N3CCC(C(=O)Nc4cccc(C(C)=O)c4)CC3)sc2n1,-7.3%,8.9%,0.8%,-1.9%,2.3%,0.0%,-4.5%,2.1,65,0.0%,
O=C(Cc1ccccc1[N+](=O)[O-])Nc1ccc2c(c1)OCCO2,2.2%,-0.9%,2.0%,24.8%,-0.7%,0.7%,0.3%,-0.3,51,3.7%,
CCN(c1ccccc1)S(=O)(=O)c1cccc(C(=O)NCC(c2cccs2)N2CCOCC2)c1 (stereo unspecified),-2.0%,2.5%,18.0%,.,.,-10.4%,.,1.4,65,-0.8%[50 µM],
O=C(Nc1cccnc1)c1ccc2ccccc2c1O,?,?,1.8%,-8.2%,0.3%,1.5%,-3.5%,-1.2,64,0.1%,
CCN(CC)CCCC(C)NC1=NCCCCC1 (stereo unspecified),-5.9%,7.6%,1.4%,3.9%,0.1%,-5.5%,1.4%,0.5,60,1.9%,
COc1ccc(CN(C)C(=O)c2ccc(NS(=O)(=O)c3ccc4[nH]c(=O)[nH]c4c3)cc2)c(OC)c1,13.5%,8.2%,-1.3%,-1.7%,-0.2%,-7.2%,0.8%,2.0,69,0.6%[50 µM],
Cc1cc(NC(=O)c2ccc3c(c2)OCCO3)ccc1NC(=O)c1ccco1,.,.,-1.1%,-3.5%,-0.5%,.,0.2%,-0.3,65,.,
Cc1ccc(C(=O)OCc2cn3ccccc3n2)cc1,10.2%,4.7%,2.4%,3.3%,-0.1%,-2.2%,9.3%,0.6,38,0.3%,
O=C(Nc1ccccc1)c1ccc(NC(=O)c2cccs2)cc1,5.2%,2.8%,1.6%,-12.0%,-0.7%,7.2%,-1.5%,0.7,41,0.1%,
Nc1cc(=O)[nH]c(SCC(=O)N2N=C(c3ccc4ccccc4c3)CC2c2ccccc2)n1 (stereo unspecified),5.8%,6.2%,1.3%,25.9%,1.6%,-7.6%,5.9%,4.9,57,-0.2%,
COc1ccc(-c2csc(NC3=NCCCCC3)n2)cc1,0.3%,6.9%,3.6%,-6.0%,-0.1%,-5.1%,-2.0%,0.8,42,4.1%,
CC(=O)Nc1ccc(S(=O)(=O)Nc2nnc(C3CCCCC3)s2)cc1,8.2%,9.0%,2.1%,-21.0%,-0.6%,5.0%,-1.0%,0.1,55,10.2%,
CC(C)CC(=O)Nc1ccccc1N1CCCC1,-0.2%,-0.1%,2.3%,2.4%,0.0%,-2.9%,4.2%,-1.2,51,6.2%,
CN(CC(=O)Nc1ccc(Cl)cc1)C(=O)CCNC(=O)c1ccc(Cl)cc1,3.1%,.,1.7%,.,.,-1.6%,.,-0.5,86,-0.1%[50 µM],
CCOCCCN1C(=O)CN(C2CCCCC2)C(=O)C1c1ccc(OC)c(OC)c1 (stereo unspecified),5.9%,3.2%,0.3%,5.8%,-0.6%,-12.0%,5.3%,-1.0,67,i,
CCSCCNC(=O)c1cc(-n2cnnc2)ccc1Cl,-1.8%,6.7%,2.1%,12.3%,-0.3%,-5.5%,1.5%,0.3,88,0.3%,
Cc1cc(=O)[nH]c(SCC(=O)Nc2nonc2C)n1,8.1%,-1.6%,-0.3%,-0.7%,-0.1%,7.1%,0.6%,-1.1,44,0.2%,
Cc1c(C)c(C)c(S(=O)(=O)NCCc2ccccn2)c(C)c1C,6.9%,7.8%,-0.5%,1.2%,-0.8%,3.5%,0.7%,1.0,56,1.0%[50 µM],
CC1CCCCC1NC(=O)CSc1ccc([N+](=O)[O-])cc1 (stereo unspecified),11.2%,9.5%,4.3%,7.9%,-0.4%,1.7%,10.1%,1.0,50,0.0%,
CCOC(=O)NC(NC(=O)OCC)C(=O)c1ccc(F)cc1,8.9%,-3.1%,0.3%,-3.7%,-0.8%,3.2%,1.6%,-0.4,56,1.2%,
CC(=O)c1ccc(S(=O)(=O)N2CCN(C(=O)c3ccc(COc4ccccc4)o3)CC2)cc1,3.7%,.,.,.,.,-2.2%,.,-0.3,62,0.6%[50 µM],
COc1ccc2[nH]c(C)c(C(=O)CN(C)CC3OCCO3)c2c1,.,-1.3%,1.9%,37.9%,0.2%,.,-2.6%,1.2,46,.,
CCN1CCN(CCNC(=O)c2ccc(/C=C3/Sc4ccccc4N(Cc4cccc(Cl)c4)C3=O)cc2)CC1,21.5%,7.8%,-3.9%,11.4%,-1.7%,-3.1%,-3.7%,57.7*,48*,-0.5%,
Cc1cc(C)c2[nH]c(=O)c(CN(Cc3ccco3)C(=O)C3CCCO3)cc2c1 (stereo unspecified),11.1%,-1.2%,1.5%,5.9%,0.4%,2.7%,3.4%,-1.1,40,0.0%,
CCOc1cc(NS(=O)(=O)c2ccc(OC)cc2)c(OCC)cc1NC(C)=O,2.2%,-3.5%,0.2%,20.3%,-0.5%,-4.6%,14.4%,-1.0,62,0.0%,
COCCNC(=O)CN1C(=O)c2cccc3cccc1c23,11.1%,-3.2%,1.9%,26.4%,0.1%,-2.3%,1.1%,0.5,59,0.4%,
CC1CCN(S(=O)(=O)c2ccc(NC(=O)CSc3nnnn3C)cc2)CC1,5.0%,-0.7%,2.1%,11.1%,-0.9%,0.0%,8.4%,-0.5,70,0.4%,Dengue-2 NS5 capping pilot replicate=0.5
O=C(O)C1CCCN1C(=O)Nc1ccc(Cl)cc1 (stereo unspecified),7.2%,8.8%,2.6%,-1.3%,0.5%,-3.2%,20.9%,0.3,77,1.8%[50 µM],
CS(=O)(=O)N1CCN(c2ncccn2)CC1,9.3%,-0.5%,0.9%,4.0%,0.4%,11.0%,-3.4%,-1.7,88,0.4%,
